# Compound activity deposited in PubChem by National Center for Advancing Translational Sciences (NCATS).
# Pf growth 96h – P. falciparum growth inhibition at 96 hour, primary screen for plastid delayed-death inhibitors. P. falciparum luciferase reporter growth, 96 h. Potency, µM (series often up to 28.7 µM), without a hit: at the top dose activity change, negative = inhibition, usual class: inhibitors. actives 6.9% (n = 320,000). AID 504834; further: potency means the concentration at half of the fitted maximal effect; on the % scale 0 is the no-effect control and ±100 the full control effect
#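 96 h incubation, 37 C, 5% CO2, of luciferase-reporter P. falciparum-infected RBCs (2% hematocrit, 0.05% parasitemia final) with test compounds; endpoint luminescence.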
# Cycloheximide cs – affects cycloheximide protein synthesis inhibition readout, counter-screen | cell reporter, cycloheximide protein synthesis inhibition counterscreen | max response, % | actives 12% (n = 300,000) | AID 2314; in the data active means max response mostly above about 13%, no sharp cut-off; inactive means mostly below about 14%; further: read at 38.3 µM for the half of the compounds with a filed dose; 0% is about no effect
# LmPK inh – inhibitors of Leishmania mexicana pyruvate kinase. purified LmPK, Kinase-Glo ATP luminescence, 1 h. Potency, µM (titrated, usually from 57.5 µM), for inactives: top-dose activity change, negative = inhibition, usual class: inhibitors. actives 0.37% (n = 290,000); further: potency means the concentration at half of the fitted maximal effect; on the % scale 0 is the no-effect control and ±100 the full control effect
# Target sequence (Q27686 whole entry, looked up): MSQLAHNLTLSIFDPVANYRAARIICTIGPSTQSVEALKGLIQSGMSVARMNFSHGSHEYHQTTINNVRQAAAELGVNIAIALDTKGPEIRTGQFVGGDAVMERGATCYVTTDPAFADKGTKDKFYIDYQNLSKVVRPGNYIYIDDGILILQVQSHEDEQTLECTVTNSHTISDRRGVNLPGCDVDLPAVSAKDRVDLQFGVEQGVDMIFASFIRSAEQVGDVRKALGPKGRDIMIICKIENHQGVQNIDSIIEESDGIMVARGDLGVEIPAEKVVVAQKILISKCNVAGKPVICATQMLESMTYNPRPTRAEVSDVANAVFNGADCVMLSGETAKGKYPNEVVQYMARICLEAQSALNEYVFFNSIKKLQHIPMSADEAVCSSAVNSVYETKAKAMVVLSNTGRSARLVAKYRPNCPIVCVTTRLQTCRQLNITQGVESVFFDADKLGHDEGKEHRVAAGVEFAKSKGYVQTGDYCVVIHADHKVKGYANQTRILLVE
#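 Screened at intermediate enzyme activity to detect both inhibitors and activators: LmPK at 0.1 nM, with a 0.5 nM enzyme column as activation reference. PEP 0.5 mM, ADP 0.1 mM; ATP detected by luminescence after 1 h.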
# Shiga toxin inh – blocks Shiga toxin action in Vero cells | Vero cells, Shiga toxin protein synthesis inhibition reporter | inhibition, % at 38.7 µM | actives 9.2% (n = 290,000); in the data active means inhibition mostly above about 28%, no sharp cut-off; inactive means mostly below about 43%; further: 0% is about no effect
# HCV inh – blocks hepatitis C virus | Huh7.5.1 HCVcc-Cre infection, luciferase reporter, 44 h | Potency, µM (titrated, usually from 41.8 µM), for the others: at the top dose activity change, negative = inhibition, usual class: inhibitors | actives 3.4% (n = 340,000) | AID 651820; further: potency means the concentration at half of the fitted maximal effect; on the % scale 0 is the no-effect control and ±100 the full control effect
#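 Cells seeded at 1,000/well and cultured 4 h, then compounds added followed by HCVcc-Cre virus (~0.5 moi). After 44 h further culture, luciferase substrate was added, plates held 15 min at room temperature, and luminescence read for 15 sec.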
# TbPYK inhibitor – T. brucei pyruvate kinase inhibition; Q57TT1; TbPYK enzyme, Kinase-Glo Plus ATP luminescence, 45 min; Potency, µM (titrated, usually from 76.8 µM), for inactives: at the highest dose activity, negative = inhibition, most hits filed as inhibitors; actives 0.12% (n = 410,000); further: potency means the concentration at half of the fitted maximal effect; on the % scale 0 is the no-effect control and ±100 the full control effect; nearly all actives have a fitted effect of over 50% in size
#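 ADP (130 uM final) triggers the TbPYK reaction after compound addition; incubation is 45 min at room temperature. Kinase-Glo Plus is then added and luminescence imaged. Normalized data are fitted to concentration-effect curves.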
# Pf growth 48h – inhibits P. falciparum growth in the first generation, 48 h; P. falciparum luciferase growth in erythrocytes, 48 h; Potency, µM (highest dose often 28.7 µM), for inactives: at the top dose activity change, negative = inhibition, hits mostly inhibitors; actives 5.9% (n = 310,000); further: potency means the concentration at half of the fitted maximal effect; on the % scale 0 is the no-effect control and ±100 the full control effect
#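 Growth was read as firefly luciferase luminescence after a 48 h, 37 C, 5% CO2 exposure of compounds to reporter-bearing P. falciparum cultures (0.1% parasitemia, 2% hematocrit final) in Albumax-supplemented RPMI 1640.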
# Starred values were filed as active, the others as inactive; i = inactive; ? = inconclusive; / = not tested or not shown; & = joins results of further samples; [ ] = another dose, or the depositor's remark. Unless noted, the call rests on the fitted dose curve; in most records, active means well fitted curve in the direction sought with a large enough effect; inconclusive means small, poorly fitted or top-dose-only effect, or another doubt; inactive means no such curve, though single readings can be large; an effect the other way counts as inactive or inconclusive.
SMILES,Pf growth 96h,Cycloheximide cs,LmPK inh,Shiga toxin inh,HCV inh,TbPYK inhibitor,Pf growth 48h
O=C(COc1ccc(S(=O)(=O)N2CCCCC2)cc1)NCc1cccnc1,17%,-2,2%,-6,0%,4%,/
COc1ccc(COc2ccsc2C(=O)Nc2ccc(Cl)cc2)cc1,?,7,5%,15,?,-2%,?
Cc1cccc(OCC(=O)N(Cc2cccs2)C2CCS(=O)(=O)C2)c1C (stereo unspecified),-14%,0,2%,-4,11%,0%,-4%
CSc1cccc(NS(=O)(=O)c2ccccc2)c1,41%[activator],-1,0%,-8,1%,-22%,24%
O=C(CCNS(=O)(=O)c1ccccc1)N1CCN(c2ccccc2F)CC1,83%[activator],2,-13%,9,-12%,0%,6%
COc1cc(C(=O)N2CCN(S(=O)(=O)c3ccc(F)cc3)CC2)cc(OC)c1OC,-27%,-6,2%,-5,11%,5%,/
CCOC(=O)c1ccc(NC(=O)COc2ccc(S(=O)(=O)NC(C)C)cc2)cc1,/,-2,-5%,-4,?,-6%,-18%
Cc1ccc(C(=O)NCCc2nnc3ccc(SCC(=O)Nc4cc(C)on4)nn23)cc1,?,0,-1%[11.5 µM],17,11%,2%,-25%
CCOC(=O)Cc1csc(NC(=S)NC(=O)CC(C)C)n1,0%,-3,-7%,12,?,-6%,-17%
CC(=O)Oc1ccc(N(C(C)=O)S(=O)(=O)c2cc([N+](=O)[O-])ccc2C)cc1,?,-1,3%,3,-5%,-19%,-16%
CCN(C(=O)COC(=O)CCC(=O)c1cccs1)c1c(N)n(Cc2ccccc2)c(=O)[nH]c1=O,20%,/,/,/,10%[8.37 µM],2%,1%
CCC1Sc2ccc(S(=O)(=O)Nc3ccc(OC)c(OC)c3)cc2NC1=O (stereo unspecified),0%,8,3%,43,10µM*,-4%,11%
Cc1ccc2nnc(Cl)n2n1,57%[activator],-3,-6%,-4,13%,3%,-3%
Cc1[nH]c2ccc(C(C)C)cc2c1CC(=O)O,1%,1,0%,-16,13%,-4%,-5%
O=C(Cn1cnc([N+](=O)[O-])n1)NC1CC1,46%[activator],-4,-6%,1,-2%,-3%,17%
Cc1ccc(/C(O)=C2\C(=O)C(=O)N(CCc3c[nH]c4ccccc34)C2c2cccnc2)cc1 (stereo unspecified),7%,12,-9%,15,13%,-5%,0%
C#C[C@]1(OC(C)=O)CC[C@H]2[C@@H]3CCC4=C[C@@H](OC(C)=O)CC[C@@H]4[C@H]3CC[C@@]21C,?,/,/,/,/,5%,-27%
CCn1c(SCC(=O)Nc2nc3c(s2)CCCC3)nnc1-c1ccccc1,13%,-4,5%,12,/,7%,2.1µM*
Cc1ccc(/C=C/C(=O)OCC(=O)NCc2ccc(Cl)cc2)o1,32%[activator],/,/,/,1%,-15%,32%[activator]
COc1ccc(NC(=O)/C(C#N)=C\c2cc(OC)c(OCc3ccc(C(=O)O)cc3)cc2Br)cc1,?,11,15%,37,-3%,1%,12%
O=C(Nc1nc2ccccc2s1)c1cc2c(s1)-c1ccccc1OC2,?,-1,-2%,30,-1%,-8%,/
Cn1c(=O)[nH]c(=O)c2c1nc(NCCCO)n2Cc1ccc(F)cc1,2%,16,-8%,79*,7%,-1%,-4%
CC12CCC(C(=O)N(NC(=O)c3cccnc3)C1=O)C2(C)C (stereo unspecified),68%[activator],-7,2%,-18,22%,5%,43%[activator]
Cc1cccc(NC(=O)c2nc[nH]c2C(=O)N[C@@H](CCCCNC(=O)OC(C)(C)C)C(=O)OC(C)(C)C)c1,6.6µM*,-3,3%,-6,?,2%,4.7µM*
CCc1ccc(-c2cc(C)no2)cc1S(=O)(=O)NCc1ccco1,29%,30*,8%,42*,-30%,2%,-17%
# More compounds.
SMILES,Pf growth 96h,Cycloheximide cs,LmPK inh,Shiga toxin inh,HCV inh,TbPYK inhibitor,Pf growth 48h
Cc1ccccc1CCN(C(=O)CN1C(=O)c2ccccc2S1(=O)=O)C(C(=O)NCC1CCCO1)c1ccncc1 (stereo unspecified),?,-2,2%,-9,33%[activator],5%,7%
Cc1ccc(-c2nn(C)c(=O)c3ccccc23)cc1CO,62%[activator],1,-4%,9,-28%,-4%,-19%
CC[C@H]1OC(=O)[C@H](C)[C@@H](O[C@H]2C[C@@](C)(OC)[C@@H](O)[C@H](C)O2)[C@H](C)[C@@H](O[C@@H]2O[C@H](C)C[C@H](N(C)C)[C@H]2O)[C@](C)(O)C[C@@H](C)[C@@H]2N[C@@H](COCCOC)O[C@H]([C@H]2C)[C@]1(C)O,?,11,2%,1,-1%,7%&1%,?
Cn1c(CCC(=O)OCC(=O)NCc2ccc3c(c2)OCO3)nc(=O)c2ccccc21,-16%,8,-7%,-4,-2%,-6%,11%
CC(C(=O)Nc1cccnc1)C1Sc2ccccc2NC1=O (stereo unspecified),34%[activator],12,3%,28,-1%,-14%,8%
c1ccc(COc2cccc(CN3CCCCC3)c2)cc1,-91%,2,1%,-6,-4%,-13%,-26%
COc1ccc(C(C(=O)NC(C)(C)C)N(C(=O)CNC(=O)c2cccs2)c2ccc(C)cc2)cc1OC (stereo unspecified),?,1,4%,1,11%,0%,?
CCN(CC)c1ccc(/C=N/NC(=O)c2nnn(-c3nonc3N)c2-c2ccc(C)cc2)cc1,5.9µM*,-11,2%,-6,-5%,-7%,?
COCCOc1cc(NC(=O)CS(=O)CC(=O)N(C)C)c(Cl)cc1Cl (stereo unspecified),?,-3,-6%,-14,-1%,6%,36%[activator]
COC(=O)C1=C(C(=O)OC)[C@@H]2N(C)c3ccc(OC)cc3[C@@]23C[C@@H](C(=O)OC)N(C(=O)C2CCC2)C3=N1,51%[activator],-5,-5%[11.5 µM],-7,-9%[8.37 µM],-13%,?
CCOc1ccccc1N(C)S(=O)(=O)c1ccc2[nH]cc(C(=O)N(CCOC)CCOC)c(=O)c2c1,?,0,2%,-4,5%,2%,?
c1cnn(Cc2cnc(N3CCOCC3)s2)c1,0%,7,1%,-7,15%,3%,24%
Cc1cc(C)c(NC(=O)c2cnn(C)c2)c(C)c1,?,-3,-5%,-1,12%,-1%,6%
CC(C)Cn1c(=O)c(C(=O)NCc2ccc3c(c2)OCO3)c(O)c2ccccc21,?,-1,4%,-7,?,0%,?
Cc1ccc(CSc2nc3ccsc3c(=O)n2Cc2ccccn2)cc1,24%,-4,2%,-5,?,-14%,-14%
O=C(NC(Nc1nc2ccc([N+](=O)[O-])cc2s1)(C(F)(F)F)C(F)(F)F)c1ccccc1,/,1,-10%,-3,0.56µM*,6%,1.7µM*
O=C(COC(=O)c1ccc([N+](=O)[O-])cc1Cl)NC(=O)c1ccccc1,29%,/,/,/,13%,7%,7%
CC(C)c1ccccc1NC(=S)N(C)C,3%,-1,4%,-3,4%,3%,-41%
COc1ccccc1Nc1nc(-c2cccc(N3C(=O)c4ccccc4C3=O)c2)cs1,15µM*,1,1%,-4,1%,-1%,6%
O=C(CCCN1CCC(C(=O)c2ccc(F)cc2)CC1)c1ccc(F)cc1,-7%&16%,-1,-9%,-12,?,-1%&-3%,?
Cc1cc(C(F)(F)F)nn1CC(=O)NNC(=S)Nc1ccc(F)cc1,-18%,7,11%,-6,15%,-12%,/
CC(=O)Nc1ccc(NC(=O)c2cc(=O)c3ccccc3o2)cc1,21%,-4,0%,-8,-18%,-6%&3%,48%[activator]
COc1cccc(CN2CC(C(=O)N(C)C3CCOCC3)CCC2=O)c1 (stereo unspecified),34%[activator],14*,4%,17,2%,4%,2%
O=C1CC(C2CCCO2)C(=O)N1Cc1ccccc1 (stereo unspecified),3%,-4,1%,-18,20%,-3%,-4%
COc1ccc(OCC(=O)NCCNC(=O)c2cccnc2)cc1,1%,-3,5%,-9,10%,4%,32%[activator]
# The list goes on.
SMILES,Pf growth 96h,Cycloheximide cs,LmPK inh,Shiga toxin inh,HCV inh,TbPYK inhibitor,Pf growth 48h
NC(=O)[C@H](Cc1cc2ccccc2s1)NC(=O)[C@@H]1CC2(CC(c3cccc(NC(=O)[C@@H]4CCC(=O)N4)c3)=NO2)CN1C(=O)c1ccccc1 (stereo partly specified),10µM*,-3,5%,-19,22%,0%,13µM*
COc1cccc(C(c2sc3nc(C)nn3c2O)N2CCN(C(=O)c3ccco3)CC2)c1 (stereo unspecified),-15%,1,0%,17,13%,-3%,-17%
Cc1ccc(COC(=O)NCc2cccnc2)cc1,?,-2,0%,-2,11%,3%,13%
COc1ccc(CCNS(=O)(=O)c2cn(C)cn2)cc1OC,?,-5,3%,-6,-9%,5%,13%
Cc1ccc(NC(=O)CSc2ccccc2NC(=O)c2cccc(Cl)c2)cc1Cl,34%[activator],-2,4%,-14,-1%,-28%,17%
COc1cc2nc(CC(C)C)n(NC(=O)c3ccccc3)c(=O)c2cc1OC,/,-1,9%,-8,?,1%,-2%
CCOc1ccc2c(c1)OC(c1ccc(C)cc1)(C(F)(F)F)NC2=O (stereo unspecified),3.3µM*,27*,-5%,53*,-18%,0%,1µM*
CCCc1cc(NCCCCO)n2c(nc3ccccc32)c1C#N,3.3µM*,13,2%,-4,?,-2%,9.3µM*
CC(OC(=O)c1ccc2ncsc2c1)C(=O)NCc1ccccc1 (stereo unspecified),-6%,1,0%,16,-6%,/,4%
COc1ccc(OCc2cc(C(=O)NCc3cccc(C)n3)no2)c(Cl)c1,41%[activator],61*,-6%,138*,-27%,1%,6%
COc1ccc(C(=O)Nc2ccccc2NC(=O)c2ccco2)c(OC)c1,38%[activator],0,0%,38,-1%,-1%,?
O=C(O)CCCCN1C(=O)/C(=C\c2ccc(OCc3ccccc3)c(OCc3ccccc3)c2)SC1=S,?,2,-1%,-25,-22%,2%,?
CC1CN(C(=O)Cn2cc(SCC(=O)N3CCOCC3)c3ccccc32)CC(C)O1 (stereo unspecified),?,24,-5%,11,4%[8.37 µM],-5%,11%
O=C(NCc1ccccc1Cl)C1CCCN1C(=O)NCc1ccccc1 (stereo unspecified),0%,-1,0%,-8,7%,12%,?
CC(OC(=O)c1cccc(-n2cnnn2)c1)C(=O)Nc1ccc(F)cc1 (stereo unspecified),14%,6,0%,-3,?,2%,57%[activator]
CCC(c1nnnn1CCC(C)C)N1CCC(C(N)=O)CC1 (stereo unspecified),28%,-8,-4%,-8,-6%,0%,3%
COc1cc(C2CC(=O)Oc3cc(C)c(Br)c(C)c32)cc(OC)c1OC (stereo unspecified),/,-4,/,i,9%,1%,/
Cc1cc(C)c(S(=O)(=O)NCC2CCC(C(=O)NCCCN3CCC(C)CC3)CC2)c(C)c1 (stereo unspecified),8%,-1,1%,-8,?,-9%,9.3µM*

# An excerpt from the list above:
SMILES,Pf growth 96h,Cycloheximide cs,LmPK inh,Shiga toxin inh,HCV inh,TbPYK inhibitor,Pf growth 48h
O=C(COc1ccc(S(=O)(=O)N2CCCCC2)cc1)NCc1cccnc1,17%,-2,2%,-6,0%,4%,/
COc1ccc(COc2ccsc2C(=O)Nc2ccc(Cl)cc2)cc1,?,7,5%,15,?,-2%,?
Cc1cccc(OCC(=O)N(Cc2cccs2)C2CCS(=O)(=O)C2)c1C (stereo unspecified),-14%,0,2%,-4,11%,0%,-4%
CSc1cccc(NS(=O)(=O)c2ccccc2)c1,41%[activator],-1,0%,-8,1%,-22%,24%
O=C(CCNS(=O)(=O)c1ccccc1)N1CCN(c2ccccc2F)CC1,83%[activator],2,-13%,9,-12%,0%,6%
